MLL CXXC-DNA inh: MLL CXXC-DNA interaction inhibition; Q03164; MLL-CXXC / FITC-HOXA9 DNA fluorescence polarization; Potency, µM (top dose mostly 115 µM), without a hit: at the highest dose activity change, negative = inhibition, hits mostly inhibitors; hit rate 0.037% among 290,000; AID 2662; active = well fitted inhibition curve with a large enough effect in the polarisation, with a control signal flat, not every such curve was filed as active; inconclusive = small, poorly fitted or top-dose-only effect, or effect the other way, or a change in a side signal; inactive = no such curve, though single readings can be large or run the other way; the % refers to the polarisation; also: potency is read from the fitted curve at half-maximal effect
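Purified MLL-CXXC (added from a 7 uM solution) was preincubated 5 min at ambient with pinned compounds in 50 mM Tris-HCl pH 7.5, 50 mM NaCl, 1 mM DTT, 0.05% BSA. Fluorescein-labeled HOX-A9 DNA (50 nM solution) followed, 30 min, then polarization read.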
BRCA1 expr up: activators of BRCA1 expression | Potency, µM (series often up to 46.1 µM), inactives show at the top dose activation, hits mostly activators | hit rate 1.1% among 380,000 | MCF7-BRCA1-FFLuc reporter, luminescence, 48 h; response scale: scaled: vehicle 0%, 10 µM genistein 100% | AID 624202; also: potency is read from the fitted curve at half-maximal effect; nearly all actives have a fitted effect of over 80% in size; some results filed as inactive show a strong effect at the top dose
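48 h compound treatment of MCF7-BRCA1-FFLuc cells (phenol-red free MEM, 37 °C), then 15 min with luciferase substrate and luminescence imaging.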
TCR activator: T cell receptor activation | primary human leukocytes, anti-CD3, IL-2 HTRF, 48 h | Potency, µM (titrated, usually from 9.22 µM), for the others: at the top dose activation of IL-2 secretion, most hits filed as activators | 330,000 tested, under 10 active; also: % of control where 0% means no effect
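IL-2 release read by HTRF sandwich (Eu cryptate donor, d2 acceptor, 665 nm emission) after 48 hr exposure of primary human leukocytes to compound together with anti-CD3 beads in the absence of co-stimulatory signals.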
B2AR arrestin: recruits beta-arrestin to the human beta2-adrenergic receptor | beta-arrestin recruitment to beta2AR, cell-based reporter | hit rate 0.02% among 330,000 | P07550 | Potency, µM (series often up to 46.1 µM), for inactives: at the highest dose activation, usual class: activators;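 also: potency is read from the fitted curve at half-maximal effect; 0% = DMSO controls and full agonism = EC100 isoproterenol or metaproterenol; nearly all actives have a fitted effect of over 65% in size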
p53 reactivation: restores transcriptional activity of mutant p53; H1299 p53-A138V BP100-luciferase reporter, luminescence, 24 h; Potency, µM (titrated, usually from 92.2 µM), for inactives: at the highest dose activity change, positive = activation, hits mostly activators; hit rate 0.063% among 320,000; also: potency is read from the fitted curve at half-maximal effect; % of control where 0% means no effect; nearly all actives have a fitted effect of over 45% in size
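H1299 (p53-null), stable ts p53-A138V + BP100-Luc; 1000 cells/well, Opti-MEM/10% FBS; cpd 4 pt, 1:5; 24 h, 37 deg C, 5% CO2; detection reagent 10 min RT; luminescence.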
TSG101-PTAP inh: blocks PTAP/TSG101 interaction to inhibit HIV-1 budding; Q99816; Fluorescence polarization, FITC-PTAP peptide / Tsg101 binding; Potency, µM (series often up to 115 µM), without a hit: top-dose activity change, negative = inhibition, actives largely listed as inhibitors; 340,000 tested, under 10 active; active = well fitted inhibition curve with a large enough effect in the main read-out, with a control signal flat, not every such curve was filed as active; inconclusive = small, poorly fitted or top-dose-only effect, or effect the other way, or a change in a side signal; inactive = no such curve, though single readings can be large or run the other way; also: potency is read from the fitted curve at half-maximal effect; % of control where 0% means no effect
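FP read-out: FITC-PTAP peptide, 50 nM final, binding Tsg101 binding domain, 10 uM final; 20 min, r.t.; 10 mM HEPES pH 7.5, 0.15 M NaCl, 0.01% Tween 20, 3 mM EDTA, 0.1 mM TCEP.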
A-T KAP1 phos: potential ataxia-telangiectasia treatments restoring KAP-1 phosphorylation | […] A-T fibroblasts, KAP-1 phosphorylation AlphaLISA; neocarzinostatin DNA damage 30 min before lysis | Potency, µM (doses to about 57.5 µM), inactives show at the top dose activation, hits mostly activators | hit rate 0.19% among 320,000; also: potency is read from the fitted curve at half-maximal effect; % of control where 0% means no effect; nearly all actives have a fitted effect of over 45% in size
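hTERT-immortalized A-T patient fibroblasts ([…]), 500 cells/well in OPTI-MEM, 1% FBS, got compounds for 60 min, then NCS for 30 min at 37C. Lysates were then assayed for phospho-KAP-1 by AlphaLISA (anti-pKAP1 donor, anti-KAP1 acceptor beads), 6 hr at 25C.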
Integrin act MD: activates integrin-mediated alleviation for muscular dystrophy | alpha7betagal myoblasts, beta-gal FDG fluorescence, 48 h | Potency, µM (series often up to 38.3 µM), for inactives: top-dose activation, usual class: activators | hit rate 0.064% among 350,000 | AID 624291;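 also: potency is read from the fitted curve at half-maximal effect; 100% = response of the positive control SU9516; nearly all actives have a fitted effect of over 60% in size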
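alpha7betagal+/- myoblasts (passage 13, 250/well) treated 48 h at 37C with compounds at 1:260 dilution of DMSO stock. Lysed, then beta-galactosidase activity read as FDG fluorescence (ex 480/em 540) after 30 min, with pre-read for autofluorescence.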
ELG1 repair inh: inhibitors of ELG1-dependent DNA repair in HEK293T cells. AID 504467. Potency, µM (highest dose often 46.1 µM), for the others: top-dose activity change, negative = inhibition, usual class: inhibitors. HEK293T ELG1-luciferase reporter, luminescence, 16 h; DNA damage induced by 5-fluorouridine. hit rate 2.3% among 330,000; also: potency is read from the fitted curve at half-maximal effect; % is scaled to controls: 0 for no effect and ±100 for the full control effect; nearly all actives have a fitted effect of over 55% in size
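In this reporter screen, reduction of luminescence relative to DMSO vehicle indicated activity. Compounds and 5-fluorouridine were added together to 2,000 cells per well, incubated for 16 hr at 37 °C, then developed with ONE-Glo.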
TRPV1 agonist: agonists of human vanilloid receptor 1 (TRPV1) | Q8NER1 | TRPV1-expressing cells, Fluo-8 calcium influx, agonist mode | activation, % at 8.33 µM | hit rate 0.19% among 320,000; in the data active = activation above about 80%; inconclusive = between about 30% and that limit; also: 0% is about no effect
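TRPV1-expressing cells were cultured overnight at 35.5C and loaded with Fluo-8 calcium dye for 40 to 90 min at room temperature. After a 10 s baseline, compound was added and calcium influx was read kinetically for 3 min (ex 480/em 520 nm).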
Numbers without * were called inactive; ? = inconclusive; . = not tested or not shown; [ ] = dose if it differs, or a comment. Unless noted, calls follow the shape of the dose curve; as a rule, active = well fitted curve in the direction sought with a large enough effect; inconclusive = small, poorly fitted or top-dose-only effect, or another doubt; inactive = no such curve, though single readings can be large; an effect the other way counts as inactive or inconclusive. Not a hit list, and some 3.8% of all compounds hit somewhere here.

SMILES	MLL CXXC-DNA inh	BRCA1 expr up	TCR activator	B2AR arrestin	p53 reactivation	TSG101-PTAP inh	A-T KAP1 phos	Integrin act MD	ELG1 repair inh	TRPV1 agonist
O=C(c1ccsc1)N1CCCC(N2CCOCC2)C1 (stereo unspecified)	-3%	18%	2%	0.4%	-1%	-2%	-5%	?	10%	4
Cc1nn(CC(=O)N2CCC(C)CC2)c(=O)c2cccn12	7%	45%	-10%	0.4%	3%	6%	3%	4%	13%	5
CCC(CC)C(=O)Nc1nnc(S(=O)(=O)N(CC)c2ccc(OC)cc2)s1	8%	-6%	1%	-0.5%	6%	0%	11%	?	-24%	4
O=C(COC(=O)c1ccc(NS(=O)(=O)c2ccc3c(c2)OCCO3)cc1)NCC1CCCO1 (stereo unspecified)	-4%	-15%	5%	-0.2%	2%	-3%	1%	22%	-2%	10
COc1ccc2nc3n(c(=O)c2c1)-c1ccccc1C(=O)NC3Cc1ccccc1 (stereo unspecified)	.	.	.	-1.3%	20%	.	-8%	.	?	.
CCOC(=O)c1oc2ccc(Cl)cc2c1NC(C)=O	7%	-4%	1%	-0.3%	-1%	2%	-3%	1%	10%	-1
COCCCNC(=O)CCn1c(=O)c2ccccc2n(CC(=O)NCCC2=CCCCC2)c1=O	-2%	-3%	-5%	0.1%	-1%	1%	17%	-7%	23%	-18
COc1ccc(S(=O)(=O)N2CCCCCC2)cc1NC(=O)CN(C)Cc1ccc2c(c1)OCO2	.	-38%	-51%	-0.2%	0%	-4%	4%	-33%	21µM*	11
O=C(Nc1ccncc1)c1ccc2ccccc2c1	-26%	-21%	.	0.5%	9%	3%	-5%	12%	?	?
Cn1c(SCC(=O)NCCc2ccccc2)nnc1C1CCCCC1	0%	-3%	-2%	-0.7%	0%	-1%	6%	0%	1%	-4
COc1ccc(OCCn2cc(/C=C(\C#N)C(=O)NCc3ccco3)c3ccccc32)cc1	13%	-71%	-3%[46.1 µM]	-1.1%	4%	-7%	.	20%	-1%	-7
CCc1ccc(OCCOCC(O)CNC(C)(C)C)cc1 (stereo unspecified)	-3%	-32%	-2%[46.1 µM]	0.4%	-3%	-4%	10%	-13%	5%	0

Overlap with the part before: two entries, then new ones.
SMILES	MLL CXXC-DNA inh	BRCA1 expr up	TCR activator	B2AR arrestin	p53 reactivation	TSG101-PTAP inh	A-T KAP1 phos	Integrin act MD	ELG1 repair inh	TRPV1 agonist
COc1ccc(OCCn2cc(/C=C(\C#N)C(=O)NCc3ccco3)c3ccccc32)cc1	13%	-71%	-3%[46.1 µM]	-1.1%	4%	-7%	.	20%	-1%	-7
CCc1ccc(OCCOCC(O)CNC(C)(C)C)cc1 (stereo unspecified)	-3%	-32%	-2%[46.1 µM]	0.4%	-3%	-4%	10%	-13%	5%	0
O=C(CN1CCCCC1)NNC(=O)c1ccc([N+](=O)[O-])cc1	5%	2%	-2%	-0.4%	16%	-6%	-1%	-11%	7%	1
CCCCn1c(C(C)NC(=O)c2cccs2)nc2ccccc21 (stereo unspecified)	-6%	-23%	-2%	-0.3%	0%	-3%	-2%	-2%	?	?
Cn1c(SCc2c(F)cccc2Cl)nc2ccccc2c1=O	.	-1%	0%	0.1%	-15%	-3%	12%	0%	0%	-2
Cc1ccc(NC(=O)COc2ccc(/C=C3/SC(=Nc4ccccc4)N(Cc4cccnc4)C3=O)cc2)cc1	?	-11%	-6%	-1.4%	-3%	16%	5%	10%	-7%	1
Clc1ccc(COn2nnc3ccccc32)c(Cl)c1	207%[activator]	5.6µM*	2%	.	.	-5%	.	?	.	?
CCOC(=O)Cc1csc(NC(=O)c2ccco2)n1	2%	96%	.	-0.9%	?	.	-3%	8%	?	1
Cc1nc(N2CCN(c3ccccc3)CC2)nc2c1C(=O)CC(C)C2 (stereo unspecified)	-3%	-63%	-1%	-0.8%	2%	-7%	2%	0%	?	1
S=C(NNc1nc(Nc2ccccc2)nc(N2CCCCC2)n1)NC1CCCCC1	-4%	-71%	5%	-1.1%	9%	-1%	-6%	-4%	-15%	13
CC(=O)Nc1ccc(N=Nc2ccccc2)cc1	-1%	?	-1%[46.1 µM]	-0.5%	.	-11%	-1%	10%	?	13
Cc1ccc(NC(=O)C2=C(O)CCn3c2nc2ccccc23)cc1	?	-43%	2%	-0.9%	3%	-4%	.	-25%	-10%	-12
Cc1cc(Oc2ccc(=O)n(C)n2)nc(Oc2ccc(=O)[nH]n2)n1	-8%	-9%	5%	5.7%	-2%	-1%	5%	-6%	8%	3
Cc1ccc(-c2cc(C(=O)NCCN3CCOCC3)c3ccccc3n2)o1	4%	-8%	2%	0.3%	.	-1%	9%	0%	-10%	-1
BrC(=C\c1ccccc1)/C=N/N1CCN(c2ccccc2)CC1	-4%	104%	-3%	4.2%	?	3%	18%	-76%[inhibitor]	?	?
Cc1nc(C)c(-c2ccc(SCc3cccc(F)c3)nn2)s1	11%	64%	10%	0.4%	0%	-3%	?	12%	?	4
COc1ccccc1C1/C(=C(\O)c2ccc3c(c2)OCCO3)C(=O)C(=O)N1CCCn1ccnc1 (stereo unspecified)	-22%	-4%	-4%	0.6%	?	0%	-15%	3%	16%	2
COCCNC(=O)C(c1ccc(OC)cc1)N(C(=O)Cn1nnc2ccccc21)c1cccnc1 (stereo unspecified)	-7%	-12%	3%	-0.2%	-1%	-1%	3%	25%	20%	-4
COc1ccccc1C(CC(=O)Nc1ccc(C)c(C)c1)c1ccc(OC(C)C)cc1 (stereo unspecified)	2%	-28%	5%[46.1 µM]	-0.4%	12%	0%	1%	-9%	-19%	1
COc1cccc(Sc2cc(N3CCOCC3)nc(-c3ccccc3)n2)c1	7%	-61%	0%	-0.7%	-3%	-1%	4%	16%	11%	0
Cc1cc(OCc2cc(C(=O)NCc3csc(C(C)C)n3)no2)cc(C)c1Cl	8%	-31%	5%	-0.3%	-1%	.	6%	20%	4%	3
N#Cc1ccsc1NC(=O)CN1CCCCC1	3%	0%	3%	-1.0%	-1%	1%	.	5%	11%	0
COC(=O)CCC(=O)N1CCCC(CO)(Cc2ccccc2F)C1 (stereo unspecified)	-6%	-4%	.	-0.2%	.	-1%	5%	-3%	-3%	5
CCC(=O)c1c(NCCc2ccccc2)cc(C)oc1=O	-3%	-5%	-1%	0.2%	-1%	-2%	2%	10%	-4%	21
COCCNC(=O)Cn1cc(S(=O)(=O)N2CCN(c3ccccc3F)CC2)c2ccccc2c1=O	13%	-14%	10%	-0.3%	-5%	-2%	5%	-26%	6%	-1
Cc1ccc(NC(=O)CSc2nnc3ccc(-c4cccnc4)nn23)cc1	.	-10%	3%	-0.9%	-5%	-1%	-4%	-26%	0%	0
CC(=O)c1cccc(NC(=O)C(OC(=O)c2ccccc2NS(=O)(=O)c2cccs2)c2ccccc2)c1 (stereo unspecified)	5%	-1%	5%[46.1 µM]	-0.3%	23%	-1%	5%	-6%	-9%	0
O=c1[nH]c(NNC(=S)NC2CCCCC2)nc2c1C1(CCCC1)Cc1ccccc1-2	29%	-25%	1%	-0.2%	-4%	-10%	18%	?	1%	0
CN[C@H](CC(=O)O)C(=O)O	10%	51%	0%	.	.	-2%	.	.	.	.
COc1ccccc1C(CNC(=O)c1cccc(S(=O)(=O)NCc2ccccc2)c1)N(C)C (stereo unspecified)	.	-16%	4%	-0.5%	-2%	-2%	5%	24%	1%	-1
CC1CCc2sc(C(=O)N/N=C/c3ccc(O)cc3)cc2C1 (stereo unspecified)	7%	?	-9%	1.1%	6%	-2%	-9%	-18%	?	?
O=C(OCC(=O)N1CCCc2ccccc21)c1ccc(C(F)(F)F)cc1	.	14%	-2%	0.1%	-4%	-3%	4%	17%	?	0
COc1ccc(NC(=O)c2[nH]c(C)c(C(C)=O)c2C)cc1S(=O)(=O)N1CCOCC1	8%	-30%	-7%[46.1 µM]	-0.2%	-3%	-1%	-1%	17%	?	2
Cc1cccc(C)c1OCc1cc(C(=O)N2CCN3CCCC3C2)no1 (stereo unspecified)	1%	64%	-1%	-0.4%	15%	.	-5%	-11%	27%	24
COc1ccccc1/C=C/C(=O)N1CCC(c2ccccc2)C1 (stereo unspecified)	4%	?	3%[46.1 µM]	-0.6%	?	-11%	-3%	2%	?	7
COc1ccc(S(=O)(=O)N2CCN(C(=O)CCSc3ccccc3)CC2)cc1	.	-16%	-4%	-0.6%	-7%	0%	0%	1%	?	?
CCN(CC)CCNCC(=O)Nc1ccc(Oc2ccccc2)cc1	23%	-18%	-4%	-0.3%	1%	-4%	14%	-40%	-3%	1
O=C(NCCO)c1cccc(S(=O)(=O)N2CCCCC2)c1	-2%	10%	5%	0.0%	-2%	-2%	3%	1%	0%	0
COC(=O)c1cc(NC(=O)c2cc(C(C)(C)C)nn2Cc2ccc(F)cc2)ccc1N1CCOCC1	-5%	-82%	-1%	2.8%	1%	-9%	3%	3%	?	-4

Source: PubChem BioAssay (National Center for Advancing Translational Sciences (NCATS))
